Source: PubChem BioAssay
GRK2 inh – compounds blocking aptamer binding on GRK2 – biochemical, human GRK2, bead flow cytometry, HTS, primary screen. FAM-aptamer displacement from GRK2. inhibition of aptamer binding, % at 10 µM. 330,000 compounds, 0.59% hits;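 active = inhibition of aptamer binding above 40%, roughly 3 SD of noise, on plates passing a quality check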;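 note: median bead fluorescence of bound FAM aptamer so fluorescent compounds give negative values; no value below 0 was filed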
Target sequence (P25098 whole entry, looked up): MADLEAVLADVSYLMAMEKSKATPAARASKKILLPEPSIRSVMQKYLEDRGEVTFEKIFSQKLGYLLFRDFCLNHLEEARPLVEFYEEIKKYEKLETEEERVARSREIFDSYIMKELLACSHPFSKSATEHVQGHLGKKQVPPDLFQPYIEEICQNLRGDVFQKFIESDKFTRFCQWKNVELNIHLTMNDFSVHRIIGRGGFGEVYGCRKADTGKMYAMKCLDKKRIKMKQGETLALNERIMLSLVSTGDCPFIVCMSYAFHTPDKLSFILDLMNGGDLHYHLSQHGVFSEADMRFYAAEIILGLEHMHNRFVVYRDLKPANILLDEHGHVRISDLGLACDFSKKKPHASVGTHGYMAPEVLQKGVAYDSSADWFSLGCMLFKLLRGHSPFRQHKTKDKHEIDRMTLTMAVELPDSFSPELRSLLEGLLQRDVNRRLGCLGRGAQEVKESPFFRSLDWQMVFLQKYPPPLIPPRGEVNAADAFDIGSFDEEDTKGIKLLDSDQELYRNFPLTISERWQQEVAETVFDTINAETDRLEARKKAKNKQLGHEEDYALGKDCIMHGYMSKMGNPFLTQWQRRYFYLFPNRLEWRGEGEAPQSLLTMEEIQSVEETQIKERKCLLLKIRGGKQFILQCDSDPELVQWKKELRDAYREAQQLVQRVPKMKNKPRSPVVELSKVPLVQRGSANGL
CR mimetic SO – reduction of superoxide in aged yeast, primary screen, HTS. S. cerevisiae aged cells, superoxide DHE fluorescence; stronger effect = lower value. superoxide response (% of plate mean), % at 10 µM. 330,000 compounds, 0.18% hits. AID 2690, 2010;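 active = superoxide response under a set limit, about three screen SD below normal, cut at about 65% in these data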;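 note: yeast aged for seven days with compound at 30 °C before DHE staining; 100% = average MFI of all compound-treated wells on the plate with controls excluded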
RPL19A TOR yeast – RPL19A-GFP expression modulators in yeast, primary screen, cell-based, S. cerevisiae, multiplex flow cytometry, MLPCN | percent response vs DMSO, % at 10 µM | 330,000 compounds, 0.3% hits | S. cerevisiae RPL19A-GFP strain, 3 h; stronger effect = lower value | AID 2025, 2009;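 active = percent response vs DMSO below 50%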;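 note: median channel GFP fluorescence of the barcoded RPL19A-GFP strain; ratio of sample median GFP to plate DMSO average so 100% = DMSO; lower means less RPL19A-GFP as with rapamycin TOR inhibition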
LAP4-GFP MLPCN – modulators of LAP4-GFP expression in yeast, primary screen, S. cerevisiae, multiplex flow cytometry, MLPCN library. 3 h; median GFP as percent of DMSO wells. GFP response vs DMSO, % at 10 µM. 320,000 compounds, 0.34% hits;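 active = GFP response vs DMSO above a set limit, about the screen mean plus 3 SD, cut at about 150% in these data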
CIT2-GFP yeast – modulators of CIT2-GFP expression in yeast, primary screen, S. cerevisiae, GFP fusion, multiplex flow cytometry, MLPCN library | 320,000 compounds, 0.065% hits | S. cerevisiae CIT2-GFP strain, 3 h; 100 means same as DMSO wells | GFP response vs DMSO, % at 10 µM;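 active = GFP response relative to DMSO above a set limit, near the screen mean plus 3 SD, cut at about 150% in these data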;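 note: ratio of well median GFP fluorescence to mean of DMSO wells on the plate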
MEP2 TOR yeast – modulators of MEP2-GFP levels in yeast, primary screen, S. cerevisiae, multiplex flow cytometry, MLPCN library. S. cerevisiae MEP2-GFP strain, 3 h; 100% = DMSO control level. GFP response vs DMSO, % at 10 µM. 330,000 compounds, 0.51% hits. AID 2016, 2009;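 active = GFP response versus DMSO above a set limit, roughly screen mean plus 3 SD, cut at about 180% in these data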;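 note: median GFP fluorescence of the barcode-gated MEP2-GFP cells per well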
AGP1-GFP MLPCN – modulators of AGP1-GFP expression in yeast TOR pathway, primary screen, cell-based, multiplex flow cytometry, S. cerevisiae, MLPCN library; 3 h; GFP as percent of DMSO wells; GFP response vs DMSO, % at 10 µM; 320,000 compounds, 0.02% hits;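 active = GFP response relative to DMSO above a set limit, near screen average plus 3 SD, cut at about 150% in these data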;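 note: median GFP channel fluorescence of the gated AGP1 strain per well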
VLA-4 inh – inhibition in human VLA-4 binding assay, primary screen, VLA-4 allosteric modulator project, MLPCN library, flow cytometry, VLA-4 expressing cells. Integrin alpha-4 (Homo sapiens), P13612. ligand binding flow cytometry. inhibition, % (about 7 µM as worked out from the volumes in the protocol). 330,000 compounds, 0.2% hits. AID 2557, 2010; in the data active = inhibition above about 50%
The depositor's hits bear a star; · = not tested or not shown.

SMILES	GRK2 inh	CR mimetic SO	RPL19A TOR yeast	LAP4-GFP MLPCN	CIT2-GFP yeast	MEP2 TOR yeast	AGP1-GFP MLPCN	VLA-4 inh
O=C(CCc1ccc(S(=O)(=O)N2CCOCC2)cc1)Nc1c(F)cccc1F	2	104	98	100	97	99	101	-3
NS(=O)(=O)c1ccc(NC(=O)COC(=O)C2CCCCC2)cc1	6	90	98	83	97	94	89	-2
C=CCNC(=S)N1CCN(C2CCCCC2)CC1	0	110	103	115	105	107	109	3
Cc1cc(C)n(-c2nc(SCC(=O)O)c3c4c(sc3n2)CCCC4)n1	3	132	99	110	76	98	85	4
COC(=O)c1c(C)[nH]c(C(=O)C(C)Sc2nnc(-c3cc(OC)c(OC)c(OC)c3)o2)c1C (stereo unspecified)	4	88	92	93	98	87	95	-21
COc1ccc(N2CCN(C(=O)CCc3ccccc3OC)CC2)cc1	14	94	93	98	102	93	94	-6
COc1cc(-c2cc(C(=O)NCc3ccco3)c3ccccc3n2)cc(OC)c1OC	0	102	101	111	98	108	96	10
COc1ccc(-c2ccc(=O)n(Cc3ccccc3)n2)cc1	3	115	101	97	95	99	89	12
COc1ccc(Cl)cc1NC(=O)CN1CCN(C(=O)N2CCOCC2)CC1	0	117	101	87	103	100	103	-5
CC(OC(=O)c1ccccc1C(=O)N(C)C1CCCCC1)C(=O)NC1(C#N)CCCCC1 (stereo unspecified)	0	98	97	100	98	104	94	13
COCCN1Cc2cccc(C(=O)N3CCN(c4ccccc4)CC3)c2C1=O	4	100	99	96	105	107	107	19
O=C(CNC(=O)/C=C/c1ccccc1)N=Nc1c(O)n(Cc2ccccc2)c2ccccc12	0	89	103	83	99	99	93	7
O=C(c1ccco1)N1CCN(C(=O)c2cnn(-c3ccc(Cl)cc3)c2C2CCNCC2)CC1	1	146	105	104	108	102	105	2
NS(=O)(=O)c1ccc(NNC(=O)c2sccc2Cl)cc1	2	116	98	·	·	100	·	15
CCOP(=O)(OCC)C(Nc1ccccc1)c1cccnc1 (stereo unspecified)	0	110	94	100	90	93	96	22
COc1cccc(-n2nnnc2SCC(=O)NCCc2ccccc2)c1	1	89	96	99	93	101	97	19
COc1cc(OC)cc(C(=O)N2CC(=O)Nc3ccccc32)c1	2	111	104	98	100	105	108	15
O=C(NCc1ccc(F)cc1)Nc1cccc([N+](=O)[O-])c1	0	116	98	93	101	96	102	17
CCn1c(COc2ccc3c(c2)CCCC3)nnc1SCC(=O)Nc1nccs1	0	138	98	98	99	108	96	5
CCC(=O)NC1=C(NC(C)c2ccccc2)C(=O)c2ccccc2C1=O (stereo unspecified)	0	214	102	102	97	103	103	-6

Some of these compounds in order of number of heavy atoms, falling:
SMILES	GRK2 inh	CR mimetic SO	RPL19A TOR yeast	LAP4-GFP MLPCN	CIT2-GFP yeast	MEP2 TOR yeast	AGP1-GFP MLPCN	VLA-4 inh
O=C(c1ccco1)N1CCN(C(=O)c2cnn(-c3ccc(Cl)cc3)c2C2CCNCC2)CC1	1	146	105	104	108	102	105	2
CC(OC(=O)c1ccccc1C(=O)N(C)C1CCCCC1)C(=O)NC1(C#N)CCCCC1 (stereo unspecified)	0	98	97	100	98	104	94	13
COc1cc(-c2cc(C(=O)NCc3ccco3)c3ccccc3n2)cc(OC)c1OC	0	102	101	111	98	108	96	10
CCn1c(COc2ccc3c(c2)CCCC3)nnc1SCC(=O)Nc1nccs1	0	138	98	98	99	108	96	5
COCCN1Cc2cccc(C(=O)N3CCN(c4ccccc4)CC3)c2C1=O	4	100	99	96	105	107	107	19
COc1ccc(Cl)cc1NC(=O)CN1CCN(C(=O)N2CCOCC2)CC1	0	117	101	87	103	100	103	-5
COc1cccc(-n2nnnc2SCC(=O)NCCc2ccccc2)c1	1	89	96	99	93	101	97	19
Cc1cc(C)n(-c2nc(SCC(=O)O)c3c4c(sc3n2)CCCC4)n1	3	132	99	110	76	98	85	4
NS(=O)(=O)c1ccc(NC(=O)COC(=O)C2CCCCC2)cc1	6	90	98	83	97	94	89	-2
CCOP(=O)(OCC)C(Nc1ccccc1)c1cccnc1 (stereo unspecified)	0	110	94	100	90	93	96	22
O=C(NCc1ccc(F)cc1)Nc1cccc([N+](=O)[O-])c1	0	116	98	93	101	96	102	17
NS(=O)(=O)c1ccc(NNC(=O)c2sccc2Cl)cc1	2	116	98	·	·	100	·	15
C=CCNC(=S)N1CCN(C2CCCCC2)CC1	0	110	103	115	105	107	109	3

The list goes on.
SMILES	GRK2 inh	CR mimetic SO	RPL19A TOR yeast	LAP4-GFP MLPCN	CIT2-GFP yeast	MEP2 TOR yeast	AGP1-GFP MLPCN	VLA-4 inh
CS(=O)(=O)N(CC(=O)Nc1cc(Cl)ccc1Cl)c1ccccc1Cl	0	111	93	86	91	94	96	-2
CC1Cc2ccccc2N1C(=O)CO/N=C/c1ccc(OC(F)F)cc1 (stereo unspecified)	0	120	109	102	102	107	104	3
CC(=O)N1CCN(c2nnc(-c3ccccc3)c3ccccc23)CC1	1	83	102	90	104	105	96	10
N#Cc1nc(COc2ccc(Br)cc2)oc1N1CCCCCC1	0	98	98	114	88	97	97	6
CCOC(=O)c1nn(-c2ccccc2C)c(=O)c2c(N)scc12	4	108	100	110	103	107	109	2
CCOC(=O)/C(C#N)=N/Nc1ccc(S(=O)(=O)N2CCc3ccccc32)cc1	82*	95	104	95	100	99	100	37
Cc1cc(Cl)c(S(=O)(=O)N2CCCCCC2)cc1OCC(=O)NC1CCCCC1	0	105	101	103	98	110	106	2
CCC(=O)NC(c1ccco1)c1cc(Cl)c2cccnc2c1O (stereo unspecified)	1	93	89	114	95	103	99	19
CCOc1cc(/C=N/NC(=O)CN2CCOCC2)ccc1OCc1ccccc1	0	95	100	84	104	100	98	0
CCOc1ccccc1CNC(=O)CCn1ccc2cc(S(=O)(=O)N3CCCCC3)ccc21	0	109	101	91	104	105	100	0
Cc1noc(C)c1S(=O)(=O)Nc1ccc2c(c1)CC(=O)N([C@H](C)CO)C[C@H](C)[C@@H](CN(C)CC1CC1)O2	0	96	99	100	96	94	101	14
O=C(COC(=O)c1ccc(Cl)cc1)NC1CCCCCC1	0	84	97	97	96	104	94	-15
C/C=C/c1ccc(OCC(=O)OCc2csc(Nc3ccc(C)cc3)n2)c(OC)c1	1	93	99	97	102	100	103	-10
Cc1nc(CC(=O)c2c(C)cc(O)cc2O)cs1	1	97	101	101	98	101	101	8
O=C(NNc1nc2c(F)cccc2s1)c1ccccc1	0	97	99	108	97	96	103	-10
CC(=O)c1cccc(NC(=O)C2=CC(c3cccs3)=NS(=O)(=O)N2C)c1	0	95	101	101	104	104	106	14
COc1ccc(CCNC(=O)CSCc2n[nH]c(=O)[nH]2)cc1OC	5	99	99	100	98	103	98	17
Cc1cc(C)cc(OCCNC(=O)C2CCN(S(=O)(=O)c3ccccc3)CC2)c1	3	94	106	104	105	103	105	22
N#Cc1ccc(OCC(=O)NCCc2ccccn2)cc1	0	101	97	92	100	97	102	10
CC(C)CN(C(=O)COC(=O)c1ccc(C#N)cc1)C1CCS(=O)(=O)C1 (stereo unspecified)	5	111	104	100	98	99	106	-12

Rewritten as labelled records: part of the list above
> CC(OC(=O)c1ccccc1C(=O)N(C)C1CCCCC1)C(=O)NC1(C#N)CCCCC1 (stereo unspecified)
  GRK2 inh = 0
  CR mimetic SO = 98
  RPL19A TOR yeast = 97
  LAP4-GFP MLPCN = 100
  CIT2-GFP yeast = 98
  MEP2 TOR yeast = 104
  AGP1-GFP MLPCN = 94
  VLA-4 inh = 13
> COCCN1Cc2cccc(C(=O)N3CCN(c4ccccc4)CC3)c2C1=O
  GRK2 inh = 4
  CR mimetic SO = 100
  RPL19A TOR yeast = 99
  LAP4-GFP MLPCN = 96
  CIT2-GFP yeast = 105
  MEP2 TOR yeast = 107
  AGP1-GFP MLPCN = 107
  VLA-4 inh = 19

More structures:
SMILES	GRK2 inh	CR mimetic SO	RPL19A TOR yeast	LAP4-GFP MLPCN	CIT2-GFP yeast	MEP2 TOR yeast	AGP1-GFP MLPCN	VLA-4 inh
O=C(CCc1ccccn1)N1CCCC(Nc2cccc(F)c2)C1 (stereo unspecified)	0	86	98	85	90	97	95	7
Cc1oc2ccc(O)cc2c1C(=O)c1ccc(Cl)cc1	0	93	96	105	99	105	100	-10
Nc1nc(-c2ccco2)nn1C(=O)c1ccc([N+](=O)[O-])cc1	1	119	91	95	101	93	·	12
CCOC(=O)CSCC(=O)N1N=C(c2cccs2)CC1c1ccc(F)cc1 (stereo unspecified)	1	82	93	117	86	90	98	16
CCCCOc1ccc(CSc2ncn[nH]2)cc1	1	107	96	100	140	98	92	-12
O=c1n(-c2ccccc2)c(=O)n2n1CCC2	2	110	95	103	99	105	105	12
O=C(O)c1cc(S(=O)(=O)Nc2ccc3c(c2)OCCO3)c(Cl)cc1Cl	1	96	102	99	109	106	104	-11
CN(C(=O)c1cnc2n(c1=O)CCS2)C1CCCCC1	2	99	100	103	96	96	102	5
Cc1cc(C(N)=O)c2cc(Br)ccc2n1	2	118	102	100	98	107	96	-5
Cc1nc2ccccn2c1C(=O)OCC#N	2	99	96	82	86	92	90	15
Cc1cccc(OCCNc2ccc([N+](=O)[O-])cn2)c1	0	105	92	104	78	98	87	20
C=CCNC(=S)N1CCN(c2ccc([N+](=O)[O-])cc2)CC1	0	98	107	111	105	114	115	-3
N#Cc1nc(-c2ccc(F)cc2)oc1NCc1ccccc1	0	96	97	96	93	95	96	21
O=C(CCc1ccccc1)NNC(=O)c1ccco1	0	92	99	94	·	97	97	2
Cc1ccc(/C=C/c2onc(C)c2S(=O)(=O)N2CCC(C(=O)N3CCN(C)CC3)CC2)cc1	0	92	95	98	94	100	98	-3
O=C(c1cnn2c(C(F)(F)F)cc(-c3ccccc3)nc12)N1CCOCC1	1	95	98	99	95	98	96	-3
O=C(NCc1cccc(Cl)c1)c1cnn2c1NC(c1ccco1)CC2C(F)(F)F (stereo unspecified)	0	86	103	103	103	107	109	-4
Cc1ccccc1NC(=O)NNC(=O)OC(C)(C)C	0	87	102	107	108	105	99	-6
Cn1c(=O)c2c(nc(CN3CCc4ccccc4C3)n2Cc2ccccc2F)n(C)c1=O	1	103	97	98	89	98	94	15
Cc1ccc(C)c(NC(=O)CSc2nnc(Cc3cccn3C)n2-c2ccc(F)cc2)c1	1	97	99	102	102	106	102	-3
COc1ccc(OCc2cc(C(=O)NCc3nc(C)cs3)no2)c(Cl)c1	0	110	99	122	93	108	96	-20
c1ccc(OCCSc2nnc3sc4ccccc4n23)cc1	6	101	95	127	79	96	89	2
Cc1ccc(OCCCC(=O)Nc2nc3ccccc3[nH]2)cc1	0	94	102	108	98	97	108	-16
O=C(O)c1cc(/C=C/c2ccc(N3CCOCC3)c([N+](=O)[O-])c2)nc2ccccc12	24	108	100	107	91	101	93	2
COc1cc2cc(CN(CCc3cccc(C)c3)C(=S)NCCCN(C)C)c(=O)[nH]c2cc1OC	0	102	107	99	105	110	102	15
Cc1nc2nc(-c3ccc(Cl)cc3)cn2nc1C	0	109	99	114	86	102	99	14
COc1ccc(NCc2ccc(OC)c(OC)c2)cc1	0	98	98	97	102	105	106	-9
